KAT2A inh: blocks human GCN5L2 histone acetyltransferase. Q92830. Potency, µM (series often up to 58.9 µM), without a hit: at the highest dose activity change, negative = inhibition, hits mostly inhibitors. 0.21% of 390,000 active. AID 504327. GCN5L2 HAT assay, ThioGlo1 CoA-SH fluorescence
Target sequence (Q92830 whole entry, looked up): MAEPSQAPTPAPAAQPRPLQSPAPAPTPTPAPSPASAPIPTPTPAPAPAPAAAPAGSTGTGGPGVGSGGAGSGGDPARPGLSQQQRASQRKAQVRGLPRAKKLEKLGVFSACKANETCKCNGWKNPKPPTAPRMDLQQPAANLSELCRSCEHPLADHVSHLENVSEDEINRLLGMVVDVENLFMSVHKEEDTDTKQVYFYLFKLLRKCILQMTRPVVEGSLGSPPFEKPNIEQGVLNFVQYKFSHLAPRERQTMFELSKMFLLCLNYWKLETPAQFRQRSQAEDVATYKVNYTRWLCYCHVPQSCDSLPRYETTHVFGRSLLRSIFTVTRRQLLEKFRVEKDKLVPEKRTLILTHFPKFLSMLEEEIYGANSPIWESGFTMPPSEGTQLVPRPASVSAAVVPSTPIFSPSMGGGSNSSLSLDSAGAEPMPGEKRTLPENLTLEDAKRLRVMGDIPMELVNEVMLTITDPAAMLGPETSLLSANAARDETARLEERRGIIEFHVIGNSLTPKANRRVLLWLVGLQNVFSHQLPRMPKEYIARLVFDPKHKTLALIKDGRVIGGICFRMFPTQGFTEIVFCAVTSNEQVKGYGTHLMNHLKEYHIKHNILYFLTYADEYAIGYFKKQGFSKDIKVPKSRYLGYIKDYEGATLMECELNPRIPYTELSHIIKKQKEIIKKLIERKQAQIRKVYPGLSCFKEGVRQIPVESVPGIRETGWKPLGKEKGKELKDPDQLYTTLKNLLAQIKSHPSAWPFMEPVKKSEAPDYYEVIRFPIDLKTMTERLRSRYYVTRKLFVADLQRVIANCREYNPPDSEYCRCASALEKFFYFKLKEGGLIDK
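qHTS, 1536-well. 20nM enzyme, pH 7.5 HEPES/EDTA/Tween-20 buffer; 15 min compound preinc., RT. Start: 75uM H3(1-25), 70uM AcCoA, 50uM ThioGlo1. Read Ex340/Em540 at t=0 (autofluorescence flag) and t=20 min.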
TDP1 cell CPT: DT40-hTDP1 cell growth loss with CPT. chicken DT40 Tdp1-/-;hTDP1 cells + 20 nM CPT, ATP luminescence, 48 h. Potency, µM (top dose mostly 46.2 µM), inactives show at the top dose activity change, negative = growth inhibition, hits mostly inhibitors. 12% of 420,000 active. AID 686979; note: nearly all actives have a fitted effect of over 55% in size
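Cell growth measured by CellTiter-Glo luminescence after a minimum 48 h, 37 C compound exposure with 20 nM CPT in Tdp1-knockout DT40 cells stably expressing hTDP1, seeded 400/well; qHTS titration format.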
TDP1 cell noCPT: qHTS for Inhibitors of human tyrosyl-DNA phosphodiesterase 1 (TDP1): qHTS in cells in absence of CPT. 15% of 420,000 active. Potency, µM (series often up to 46.2 µM), for the others: at the top dose activity change, negative = growth inhibition, most hits filed as inhibitors. DT40 Tdp1-/- hTDP1 cells, no CPT, ATP luminescence, 48 h; note: nearly all actives have a fitted effect of over 55% in size
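Stably hTDP1-transfected Tdp1-null chicken DT40 cells were treated with library compounds minus camptothecin and grown for at least 48 hr at 37 °C, after which cellular ATP was quantified by luminescence.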
* marks the source's active call; other numbers are inactive results; ? = inconclusive; . = no result given; [ ] = another dose, or the depositor's remark. Calls come from the whole dose curve; as a rule, active = well fitted curve in the direction sought with a large enough effect; inconclusive = small, poorly fitted or top-dose-only effect, or another doubt; inactive = no such curve, though single readings can be large; an effect the other way counts as inactive or inconclusive. % is set by controls: 0 for no effect and ±100 for the full control effect; potency is the fitted concentration of half-maximal effect.

Screens in order – KAT2A inh, TDP1 cell CPT, TDP1 cell noCPT
O=c1[nH][nH]c2c1[C@@H](c1ccc(F)cc1)O[C@H](C1CCCCC1)C2
  ., -29%, ?
Cc1ccc(S(=O)(=O)c2nnn3c2nc(NCc2ccc4c(c2)OCO4)c2sccc23)cc1
  -11%, ?, 13µM*
O=C(Nc1nccs1)c1cc(S(=O)(=O)N2CCOCC2)c(Cl)cc1Cl
  -6%, 4%, -12%
OCCCNc1nccc(-c2cc(Nc3cccc(Cl)c3)ncn2)n1
  -7%, 1.2µM*, 0.73µM*
CC(=O)NC(c1ccc(F)c(F)c1)c1nc(-c2cccc(C(=O)O)c2)cs1 (centres undefined)
  ., -10%, 1%
CCOC(=O)c1sc(NC(=O)C2CC(=O)N(c3ccc(OC)cc3)C2)nc1C (centres undefined)
  -5%, -4%, -11%
COCCCNc1nc2ccccc2[nH]c1=O
  -3%, -6%, 20%
COC(=O)c1c(-c2cccc(OC)c2)csc1N
  3%, -24%, ?
C=Cc1ccc(COC(=O)c2cn(CC)c3nc(C)ccc3c2=O)cc1
  -3%, 24%, 1%
CCOc1ccc(-n2cc(-c3ccccc3)c3c(NC4CCCC4)ncnc32)cc1
  -4%, 15µM*, 13µM*
CCCN1CCN(CC2=C(C(=O)OCC)C(c3ccc(OC(C)C)cc3)NC(=O)N2)CC1 (centres undefined)
  2%, ?, ?
COc1cc(CCC(=O)Nc2ccc(S(=O)(=O)NC3=NCCCCC3)cc2)cc(OC)c1OC
  -9%, 20%, ?
COc1ccc(CC(=O)Nc2cc(S(=O)(=O)N3CCCCC3)ccc2N2CCN(C)CC2)cc1
  1%, -18%, -22%
CCCCC(=O)Nc1nc(C)c(-c2csc(Nc3cc(OC)ccc3OC)n2)s1
  -14%, 6.5µM*, ?
CS(=O)(=O)N1CCN(C(=O)c2ccccc2F)CC1
  1%, 8%, 2%
COc1cccc(Nc2c([N+](=O)[O-])cncc2[N+](=O)[O-])c1
  -11%, ?, ?
CN(C)CCOc1ccc(Cl)cc1C(C)(C)C
  -1%, 4%, -29%
O=C(COc1ccccc1F)OCC(=O)N1CCc2ccccc21
  -20%, 22%, -19%
CC(C)Cn1cc(NC(=O)N2CCN(c3ccccc3F)CC2)c2ccccc2c1=O
  0%, ?, ?
N#Cc1cccc(NC(=O)c2ccc(S(=O)(=O)N3CCOCC3)cc2)c1
  -4%, -14%, ?
COc1ccccc1CNC(=O)CN1CCN(Cc2ccc(Cl)cc2)C1=O
  ., 2%, -23%
COc1cc(C2C(C#N)=C(N)Oc3n[nH]c(-c4cccnc4)c32)cc(Br)c1O (centres undefined)
  -6%, -10%, -10%
CN(C(=O)c1ccc(NC(=O)C2CCN(C(=O)OC(C)(C)C)CC2)cc1)C1CC1
  -1%, -21%, ?
COC(=O)c1ccc(NS(=O)(=O)c2cccc3cccnc23)cc1
  -5%, -6%, -25%
CC[C@H](C)[C@H](NC(=O)CNC(=O)COc1cc2c(c3oc(=O)cc(C)c13)CCC(C)(C)O2)C(=O)O
  22µM*, 1%, -2%
Clc1ccc(-c2nnc3n2CCCCS3)cc1
  3%, 0%, -22%
COC(=O)Cn1ccnc1[N+](=O)[O-]
  ., -6%, -5%
CC(=O)NCCn1c(SCC#N)nc2ccccc2c1=O
  -14%, 2%, -18%
Cc1ccc2c(CC(=O)Nc3ccc(S(=O)(=O)N4CCCC(C)C4)cc3)coc2c1 (centres undefined)
  -6%, ?, ?
COCCNC(=S)NNc1ccccc1[N+](=O)[O-]
  3%, 2%, 4%
CC1CN(c2ccc([N+](=O)[O-])nc2)CC(C)O1 (centres undefined)
  -6%, 9%, 9%
CC(=NNC(N)=O)C1=C(O)C(C(C)C)NC1=O (centres undefined)
  ., 28%, 0%
CC(C(=O)Nc1ccccc1C(F)(F)F)n1nnc2sc3c(c2c1=O)CCCC3 (centres undefined)
  0%, ?, ?
CCCC(=O)Nc1nnc(-c2ccc3c(c2)OCO3)s1
  -5%, -20%, -19%
Cc1ccccc1S(=O)(=O)NC(=O)C1(C)CCN1C(=O)Cc1cc(F)ccc1F (centres undefined)
  ., -12%, 0%
CCC(C)c1ccc(O[C@@H]2O[C@H](CO)[C@@H](O)[C@H](O)[C@H]2NC(C)=O)cc1 (some centres undefined)
  ., -5%[9.04 µM], 5%[9.04 µM]
O=C(NCc1ccccc1)C1CCCN(c2nc3ccsc3c(=O)s2)C1 (centres undefined)
  -5%, 3%, -23%
COc1cc2c(OC)cccc2cc1C(=O)O
  5%, -4%, -11%
CCOC(=O)C1CCCN(Cc2nc(C3CC3)no2)C1 (centres undefined)
  3%, -11%, -3%
COc1ccccc1C(=O)Nc1ccc(S(=O)(=O)Nc2ncccn2)cc1
  -9%, -7%, 0%

The list goes on.
compound,KAT2A inh,TDP1 cell CPT,TDP1 cell noCPT
CCNS(=O)(=O)c1ccc(CCC(=O)Nc2ccc3c(c2)OCCO3)cc1,-2%,25%,13%
CN(C)c1ccc(C2SCCN2C(=O)c2ccc([N+](=O)[O-])cc2)cc1 (centres undefined),10%,-13%,-11%
C=CCSc1cc(C)nc2c(-c3ccc(Cl)cc3)c(C)nn12,-5%,-29%,?
Cn1cc(/C=C(\NC(=O)c2ccccc2Cl)C(=O)N2CCOCC2)c2ccccc21,-7%,7%,0%
O=C(NCCC1=CCCCC1)c1ccc2c(c1)N(Cc1ccccc1)C(=O)c1ccccc1S2(=O)=O,-4%,?,?
NC(=O)C1CCN(C(=O)CSCc2ccccc2Cl)CC1,-6%,-2%,-7%
O=c1[nH]ncn2cccc12,?,-2%,-18%
COc1cc(F)ccc1-c1csc(C(C)(O)c2ccccc2)n1 (centres undefined),.,?,18µM*
COCCNc1ncncc1-c1ccccc1OC,-1%,-27%,4%
COc1cc(OC)cc(C(=O)OCC(=O)Nc2ccc(N3CCCCC3)cc2)c1,-3%,-23%,-20%
CC(=O)Nc1ccc(S(=O)(=O)NNC(=O)COc2cccc(C)c2)cc1,-17%,5%,-10%
COc1ccccc1-n1c(SCC(=O)Nc2nnc(C)s2)nc2c(c1=O)SCC2,-4%,8%,-23%
NC(=O)/C(=C\c1ccccc1)NC(=O)/C=C/c1ccccc1,-4%,5%,6%
CC1=C(C(=O)Nc2cccc(C)c2C)C(c2cccs2)NC(=S)N1 (centres undefined),-3%,?,?
CCn1c(SCC(=O)N/N=C/c2ccccc2OCC(=O)O)nnc1-c1ccc(C)cc1,-6%,-1%,10%
CCCCCCCCN1[C@@H](CC(=O)OC)c2cc(C(F)(F)F)ccc2S1(=O)=O,.,?,?
COc1c(S(=O)(=O)N2CCN(C)CC2)ccc(Cl)c1Cl,-1%,-7%,-13%
Cc1ccc(CN2CC(N3CCC(Cc4ccccc4)CC3)CS2(=O)=O)cc1 (centres undefined),.,?,?
COC(=O)[C@@]12CCCCN1[C@H](c1ccc(-c3cccc(Cl)c3)cc1)[C@H]1C(=O)N(C)C(=O)[C@H]12,-5%,?,23µM*
O=C(Nc1ccc(-c2ccc3nncn3n2)cc1)c1ccc(Br)o1,-12%,-12%,?
Nc1cnc(Nc2ccc(Br)cc2)nc1N,-7%,?,15µM*
Cc1cccc(N(C(=O)c2sc(C)nc2C)C(C(=O)NCC2CCCO2)c2ccccc2)c1 (centres undefined),-1%,-15%,?
CC(C)Oc1ccc(CNC(=O)c2ccc(NC(=O)N3CCSc4ncccc43)cc2)cc1,-7%,?,?
Fc1ccccc1Cn1nnc2c(NCc3ccccn3)ncnc21,-3%,-20%,-20%
CCN(CC)S(=O)(=O)c1cccc(C(=O)OCC(=O)Nc2ccccc2OC(F)F)c1,-4%,-15%,-10%
Cc1ccc(-c2nc(CS(=O)CC(=O)NC3CCCC(C)C3C)c(C)o2)cc1 (centres undefined),0%,-17%,11%
Cc1ccc2c(c1)C(C)(c1ccccc1)CC(C)(C)N2C(=O)c1ccc(F)cc1 (centres undefined),0%,?,13µM*
O=C(O)c1cnn2c(C(F)F)cc(C3CC3)nc12,-7%,-1%,2%
CSc1ccc(CNc2ncc(-c3ccccc3)n2C)cc1,-4%,?,18µM*
c1ccc2c3c([nH]c2c1)CCCC3,.,-2%,?
Cc1cc(C)n(C(=O)CNC(=O)c2ccc(Cl)cc2Cl)n1,-6%,-2%,-21%
O=C(NCC(c1ccc2c(c1)OCO2)N1CCOCC1)c1ccccc1 (centres undefined),8%,-23%,?
Cc1ccccc1OCC(=O)N/N=C/c1ccncc1,1%,2%,11%
Cc1ccc(C)c(N2CCN(C(=O)c3ccc(N4CCCC4=O)cc3)CC2)c1,?,?,16µM*
Cc1cc(NC(=O)c2cc(Cl)ccc2Cl)no1,-4%,?,-4%
CCC(=O)Nc1ccc(C(=O)Cn2ncc(Cl)c(Cl)c2=O)cc1,-21%,5.2µM*,6.5µM*

Already shown: 5 of the compounds above.
compound,KAT2A inh,TDP1 cell CPT,TDP1 cell noCPT
CSc1ccc(CNc2ncc(-c3ccccc3)n2C)cc1,-4%,?,18µM*
c1ccc2c3c([nH]c2c1)CCCC3,.,-2%,?
Cc1cc(C)n(C(=O)CNC(=O)c2ccc(Cl)cc2Cl)n1,-6%,-2%,-21%
O=C(NCC(c1ccc2c(c1)OCO2)N1CCOCC1)c1ccccc1 (centres undefined),8%,-23%,?
Cc1ccccc1OCC(=O)N/N=C/c1ccncc1,1%,2%,11%

The listing continues:
compound,KAT2A inh,TDP1 cell CPT,TDP1 cell noCPT
Cc1ccccc1C1NC(=S)NC2=C1C(=O)CCC2 (centres undefined),1%,-1%,-5%
c1ccc2c(c1)OCC(CNCC1COc3ccccc3O1)O2 (centres undefined),1%,-8%,0%
Cc1ccc(CC2C(=O)N(c3ncccn3)C(=O)C2C)cc1 (centres undefined),-2%,-11%,-12%
Fc1cccc(Cl)c1CSc1ccc(-c2ccco2)nn1,-21%,-26%,-19%
CC(C)(C)NC(=O)C(c1cc2ccccc2o1)n1c(=O)c(-c2cc3ccccc3[nH]2)nc2ccccc21 (centres undefined),.,?,?
CCOc1ccc(NC(=O)CSc2oc(-c3ccco3)nc2S(=O)(=O)c2ccccc2)cc1,-7%,?,?
CC(C)(C)C1=NN(C(=O)c2ccccc2)C(O)(C(C)(C)C)C1 (centres undefined),-13%,0%,-2%
Cc1ccc(-c2nnc(SC(C)C#N)n2N)cc1 (centres undefined),0%,-4%,-12%
COCCn1c(SCC(=O)N2CCc3ccccc32)nc2c(c1=O)SC(C)C2 (centres undefined),-19%,?,?
CCOC(=O)C[N+]1(C)CCN(C(C)=O)CC1,-3%,5%,10%
O=[N+]([O-])c1cccc2[nH]cnc12,.,1%,-2%
Cc1cc(C)n(-c2nc(C)nc3c2cnn3-c2ccccc2)n1,3%,7%,3%

2 records drawn at random from the list so far:
compound,KAT2A inh,TDP1 cell CPT,TDP1 cell noCPT
CCOc1ccc(NC(=O)CSc2oc(-c3ccco3)nc2S(=O)(=O)c2ccccc2)cc1,-7%,?,?
COCCn1c(SCC(=O)N2CCc3ccccc32)nc2c(c1=O)SC(C)C2 (centres undefined),-19%,?,?

Next section
compound,KAT2A inh,TDP1 cell CPT,TDP1 cell noCPT
CC(CC1CC(C)(C)OC1=O)C(=O)Nc1nncs1 (centres undefined),-6%,-14%,-3%
O=C(CSc1n[nH]c(-c2ccco2)n1)Nc1ccccc1,-3%,-13%,7%
Cc1nc(-c2cn[nH]c2)c2cc(C)oc2n1,0%,1%,-6%
Cc1ccc2nc(SCC(=O)N3CCCC3)nc(=O)n2c1,0%,-16%,-15%
Cc1cccc(NS(=O)(=O)c2ccc(C(=O)NCCCN3CCOCC3)cc2)c1C,-1%,-11%,-28%
O=C(C1CC1)N1CCN=C1SCc1cccc(C(F)(F)F)c1,-7%,?,-24%
COc1ccc(CCNC(=O)CSc2ccc(-c3cccs3)nn2)cc1,-6%,-5%,-6%
CC(=O)Oc1ccc(S(=O)(=O)c2ccc(OC(C)=O)cc2)cc1,-5%,-26%,-18%
COc1ccccc1NC(=O)C1=C(C)NC(=O)NC1c1ccc(C)cc1 (centres undefined),-10%,-29%,-27%
CCCNC(=O)c1c(N)n(-c2ccc(S(N)(=O)=O)cc2)c2nc3ccccc3nc12,-7%,-4%,-11%
Cn1nc(C(=O)NNC(=O)COc2ccccc2)c2ccccc2c1=O,-5%,?,-14%
CC(C)C(C)NC(=O)CN1C(=O)NC2(CCCCCC2)C1=O (centres undefined),-4%,-2%,16%
